Bioassay records as filed in PubChem.
PV pol inh: poliovirus RdRp elongation inhibitors, primary screen, biochemical, fluorescence polarization, total intensity; % elongation, % (compound at 16.7 µg/mL); poliovirus polymerase elongation; stronger effect = lower value; actives 0.66% (n = 150,000); in the data active = % elongation below about 90%; note: some results filed as inactive read as strong as hits
Target sequence (P03300 1749-2209 limits assumed): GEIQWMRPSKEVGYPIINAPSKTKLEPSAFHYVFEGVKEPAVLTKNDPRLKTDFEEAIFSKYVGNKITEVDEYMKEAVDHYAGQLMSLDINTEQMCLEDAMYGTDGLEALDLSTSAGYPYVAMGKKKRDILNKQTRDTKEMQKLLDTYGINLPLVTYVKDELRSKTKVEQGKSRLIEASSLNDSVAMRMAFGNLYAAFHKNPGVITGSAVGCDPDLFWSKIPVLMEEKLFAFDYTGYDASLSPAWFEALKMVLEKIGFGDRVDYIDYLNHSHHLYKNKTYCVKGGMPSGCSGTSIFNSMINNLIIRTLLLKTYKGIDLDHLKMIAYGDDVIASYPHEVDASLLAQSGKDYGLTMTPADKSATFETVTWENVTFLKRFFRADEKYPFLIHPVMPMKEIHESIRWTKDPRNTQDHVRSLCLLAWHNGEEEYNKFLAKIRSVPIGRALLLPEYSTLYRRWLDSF
PV pol inh FP z-score: further read-out of PV pol inh, marked with its call; z-score; measured here: FP z-score; hits read low
An asterisk follows results filed as active; & = joins results of further samples. Some of the compounds tested. The share of hits here may be higher or lower than overall.

SMILES | PV pol inh | PV pol inh FP z-score
CCn1c(SCC(=O)OCC(=O)N=c2sccn2Cc2ccc(C)cc2)nnc1-c1ccco1 | 108 | 1
O=C1CSC(=O)N1CC(O)Cn1c2ccccc2c2ccccc21 (configuration not stated) | 103 | 0.4
CCOc1ccc(CCNC(=O)c2cc3c(-c4ccccc4F)nn(C)c3s2)cc1OCC | 108 | 0.7
O=C(O)Cc1ccsc1 | 108 | 0.7
Cc1ccc(C(=O)NC2CCSC2=O)cc1 (configuration not stated) | 100 | -0.2
CCc1ccccc1NC(=O)C(CC)n1c2ccccc2c2nc(=O)cc(C)n21 (configuration not stated) | 104 | 0.5
Cc1ccc(CC/C=N/NC(N)=S)o1 | 102 | 0.1
CCCCOc1ccc(C(=O)Nc2ccc(S(=O)(=O)Nc3nc(C)cc(C)n3)cc2)cc1 | 109 | 1.2
CCN=c1scc(C)n1/N=C/c1ccc2c(c1)OCCO2 | 96 | -1.1
C=CCNC(=S)N(Cc1ccccc1O)CC1CCCO1 (configuration not stated) | 103 | 0

New compounds follow
SMILES | PV pol inh | PV pol inh FP z-score
CCOC(=O)N1CCc2c(sc3c2c(=O)n(Cc2ccccc2)c(=O)n3CC(=O)NC(C)CC)C1 (configuration not stated) | 102 | 0.1
O=C(NCc1csc2ccc(Cl)cc12)c1ccc(C(F)(F)F)cc1 | 105 | 0.4
O=C1CN(Cc2ccccc2)CC(=O)N1CCc1ccccc1 | 97 | -0.5
CC(C)Cn1c(CC(C)(C)C)nc2ccccc21 | 100 | -0.4
CC(C)(C)C(=O)Cn1c(=O)n(CCCCCC(=O)NCc2ccccc2Cl)c(=O)c2sccc21 | 107 | 0.4
Cc1ccc(-n2c(SCC3NS(=O)(=O)N=C4CCCCCN43)nnc2-c2ccccc2)cc1C (configuration not stated) | 109 | 0.8
Nc1ncnc2c1ncn2CCNCc1ccccc1 | 102 | 0.2
c1c2c(cc3sc(N4CCCCC4)nc13)OCCO2 | 101 | 0.2
COCc1cc(C)nc2sc(C(=O)Nc3ccc(S(N)(=O)=O)cc3)c(N)c12 | 101 | 0
CCC(=O)N1CCc2cc(Br)cc(S(=O)(=O)N(CC)Cc3ccccc3)c21 | 105 | 0.2

Continuation:
SMILES | PV pol inh | PV pol inh FP z-score
Cc1onc(-c2ccccc2Cl)c1C1=NCCO1 | 104 | -0.1
CC1(C)C2CC[C@@](C)(C2)C1NS(=O)(=O)c1ccc(-c2cc(C(F)(F)F)on2)s1 (some centres not stated) | 106 | 0.6
CCSC1=C(C#N)C(=O)NC(/C=C/c2ccccc2)S1 (configuration not stated) | 100 | -0.3
CC1CN(c2ccccc2)NC1=O (configuration not stated) | 101 | -0.2
Cc1nnc(SCN2C(=O)c3ccccc3C2=O)n(N)c1=O | 108 | 0.7
COc1cccc(NC(=O)NCCCNc2nc3cc(C)cc(C)c3cc2C#N)c1 | 103 | 0.4
CCc1ccccc1N1CC(c2nc3ccccc3n2CCCOc2ccc(Cl)cc2)CC1=O (configuration not stated) | 105 | -0.2
NCCN1C(=O)S/C(=C\c2ccc(Cl)c(Cl)c2)C1=O | 94 | -0.8
COc1nc(NCCC2=CCCCC2)nc(N2CC3CC(C2)c2cccc(=O)n2C3)n1 (configuration not stated) | 97 | -1.1
COc1ccc(CCNC(=O)/C(C#N)=C/c2ccc[nH]2)cc1OC | 102 | 0.1

(list continues)
SMILES | PV pol inh | PV pol inh FP z-score
O=C(Nc1nc2ccc(S(=O)(=O)N3CCCC3)cc2s1)c1ccncc1 | 102 | 0.7
CC(C)Oc1ccc(CCN=C(N)N=C(N)N)cc1Cl | 102 | 0
O=C1NCCN/C1=C/C(=O)c1ccc(Br)cc1 | 102 | 0.2
N#Cc1ccc(CN2CCCC2)cc1 | 105 | 0.3
COc1cccc(NC(=O)C2CCN(S(=O)(=O)c3cc(Br)cc4c3N(C(C)=O)CC4)CC2)c1 | 103 | 0.4
COc1ccccc1NC1=NC(C)(C)N=C(N)N1 | 100 | 0
CCn1nnc2cc(C(=O)Nc3ccc4c(c3)CCC4)ccc21 | 113 | 2.1
CCc1ccc(OCc2nnc(SCC(=O)NC)n2CC(C)C)cc1 | 104 | 0.4
COCCNC(=S)c1ccc(OC)cc1 | 99 | -1
COC(=O)c1cccc(OCC(O)Cn2ccnc2)c1 (configuration not stated) | 102 | 0.4

More compounds:
SMILES | PV pol inh | PV pol inh FP z-score
Cc1ccc(C)c(N2CCN(C(=O)Cn3nc(Cc4cccnc4)c4ccccc4c3=O)CC2)c1 | 105 | 0.1
CCCCOc1cccc(NC(=O)c2cccc(C(=O)Nc3cccc(OCCCC)c3)c2)c1 | 101 | -0.3
C1CNC2NCCNC2N1 (configuration not stated) | 103 | 0.5
Cc1cccc(C(=O)Nc2cccnc2)c1 | 102 | 0
Fc1ccccc1N1CCN(c2nc3ccccc3c3nc(-c4ccccc4)nn23)CC1 | 104 | -0.1
Cc1nc2ccccc2c(=O)n1CCO | 100 | 0
Cc1cc(OCC(=O)NC(Cc2c[nH]c3ccccc23)C(=O)O)cc(C)c1Cl (configuration not stated) | 103 | 0.3
O=C(Nc1ccc(Cl)cc1)c1cn(-c2ccccc2)nc1-c1cccnc1 | 103 | 0.7
CC1CCc2c(sc3nc(CSc4n[nH]c(N)n4)[nH]c(=O)c23)C1 (configuration not stated) | 109 | 0.3
O=C(c1cc(S(=O)(=O)N2CCCCC2)c(Cl)cc1Cl)N1CCCCC1 | 102 | 0

Additional results
SMILES | PV pol inh | PV pol inh FP z-score
Cc1ccc(Cl)cc1-n1ncc2c(NCc3ccc(F)cc3)ncnc21 | 99 | -1.3
CC(Sc1nnc(-c2cc3ccccc3o2)n1-c1ccccc1)C(=O)O (configuration not stated) | 100 | -1
O=S(=O)(/C=C/c1ccccc1)NNc1ccccc1 | 99 | -0.6
CN(C)Cc1ccc(CN)cc1 | 103 | 0.4
Cc1ccc(NC(=O)N2CCC(N3CCN(Cc4ccccc4)C(=O)C3=O)CC2)cc1Cl | 109 | 0.6
Cc1ccc(NC(=O)CCc2c(C)nn(-c3ccc(N4CCOCC4)nn3)c2C)cc1F | 103 | -0.9
CCc1ccccc1NS(=O)(=O)c1ccc2c(c1)CCN2C(=O)C1CC1 | 111 | 0.5
COc1ccc(Cc2nc3ccc(C(=O)NCc4ccccc4C)cc3o2)cc1 | 105 | -0.4
C#CC1(O)c2ccccc2CCc2ccccc21 | 100 | -0.1
Cc1ccc(CNC(=O)CC2Oc3ccccc3NC2=O)cc1 (configuration not stated) | 102 | -0.7

(further entries)
SMILES | PV pol inh | PV pol inh FP z-score
COc1ccc(CC(=O)N2CCC3(CC2)N=C(c2ccc(C)cc2)C(=O)N3)cc1OC | 98 | -1.3
Cc1cccc(N(C)S(=O)(=O)c2nnc(NC(=O)C(C)Oc3ccccc3)s2)c1 (configuration not stated) | 104 | -1.1
CCCCNc1nc(Oc2ccc(OCCC)nn2)nc(N(C)C)n1 | 110 | 0.3
Cc1ccsc1C(=O)OCC(=O)c1cc2ccccc2o1 | 112 | 1.4
Cc1cc(C)nc(N2CC(=O)N(CCOc3ccc(Br)cc3)C2=O)n1 | 101 | -0.1
COc1ccc(-c2noc(CN(C)C(=O)N3c4ccccc4Sc4ccccc43)n2)cc1OC | 100 | -0.5
COc1ccccc1/C=C/C(=O)Nc1nc(N)n(-c2ccccc2)n1 | 102 | 0.2
Cc1cc(=O)c2cc(C(=O)Nc3ccccc3C)ccc2[nH]1 | 106 | 0
CC(=O)Oc1ccccc1-n1c(C)nc(=O)c(-c2ccccc2)c1C | 103 | 0.3
NC(=S)NC1CC2CC1C1C=CCC21 (configuration not stated) | 101 | 0

Quoted from the listing.
PV pol inh result of COc1ccc(CC(=O)N2CCC3(CC2)N=C(c2ccc(C)cc2)C(=O)N3)cc1OC is entered as 98
PV pol inh result of Cc1ccsc1C(=O)OCC(=O)c1cc2ccccc2o1 is entered as 112

(listing goes on)
SMILES | PV pol inh | PV pol inh FP z-score
CCOc1ccc(CCNC(=O)c2ccc(CSCc3ccccc3C)o2)cc1OCC | 108 | -0.5
Cc1ccc(C2CC(=O)N3CN(CCc4ccccc4)CSC3=C2C#N)cc1 (configuration not stated) | 104 | 0.7
COc1ccccc1C(=O)Nc1cc2c(cc1N1CCOCC1)n(C)c(=O)n2C | 109 | 1.2
Cc1cc(C(=O)CSc2n[nH]c(-c3cccs3)n2)c(C)n1Cc1ccco1 | 102 | 0
Cc1nn(-c2cccc(C(F)(F)F)c2)c2sc(C(=O)O)cc12 | 102 | -0.1
COc1ccc(OC)c(CNC(=O)c2nn(-c3ccc(OC)c(Cl)c3)c(=O)c3c2c2ccccc2n3C)c1 | 109 | 0.9
Cc1sc2cc(-[n+]3ccc(O)cc3)ccc2[n+]1-c1ccccc1 | 100 | -0.9
O=S(=O)(Nc1ccc(F)cc1)c1cccc2cccnc12 | 98 | -1.4
Cc1ccc(CNC(=O)CCS(=O)(=O)c2cc3c(cc2C)NC(=O)CO3)cc1 | 106 | -0.1
CSc1nc2sc3c(c2c(=O)n1Cc1ccccc1)CCC(C(C)(C)C)C3 (configuration not stated) | 106 | 0.1

Following part.
SMILES | PV pol inh | PV pol inh FP z-score
CC(=O)c1cccc(NC(=O)c2c(-c3ccccc3)c(-c3ccccc3)nn(C)c2=O)c1 | 110 | 1
Cn1nc(C(=O)NC(c2ccccc2)c2ccccc2)ccc1=O | 103 | 0.2
CCCNS(=O)(=O)c1ccc2c(c1)n(C)c(=O)c(=O)n2C | 102 | 0.1
Cc1ccc(C)c(NC(=S)NC2CC3CCC(C2)N3Cc2ccco2)c1 (configuration not stated) | 102 | -0.3
Cc1cccc(C)c1NC(=O)Cn1nc(C)c2sc3ccccc3c2c1=O | 98 | -2
Nc1cccc(-c2cn3ccsc3n2)c1 | 106 | -0.2
CN(C)CCN(C)Cc1ccccc1C(F)(F)F | 99 | -0.1
COc1cccc(NC(=O)C2CCC(CNS(=O)(=O)c3csc(C(N)=O)c3)CC2)c1 (configuration not stated) | 110 | 0.7
Cc1ccc(N(C(=O)Cn2nnc(-c3ccc(C)o3)n2)C(C(=O)NCC2CCCO2)c2ccc(F)cc2)cc1 (configuration not stated) | 101 | -0.6
Cc1c(CNCCc2c[nH]c3ccccc23)c(C(=O)O)c(C)n1Cc1ccc(F)cc1Cl | 102 | 0

Next section.
SMILES | PV pol inh | PV pol inh FP z-score
COc1ccccc1N1CCN(CCCCNC(=O)c2ccc(Cl)cc2)CC1 | 101 | -0.1
CC(=O)N1N=C(c2c(-c3ccccc3)c3cc(C)ccc3[nH]c2=O)CC1c1ccco1 (configuration not stated) | 100 | -0.1
CN(C)CCOC(c1ccccc1)c1ccccc1 | 101&99 | 0.4&-0.2
COc1ccc(-c2nnc(SCC(=O)Oc3c(C)cccc3C)o2)cc1OC | 109 | 0.4
CCCCNC(=O)C1CCC(Cn2c(=O)c3sccc3n(CC(=O)N3CCCC3)c2=O)CC1 (configuration not stated) | 108 | 0.4
CCC(C)Nc1ncnc2cc(OC)c(OC)cc12 (configuration not stated) | 103 | -0.1
CCSc1nnc2c(n1)OC(c1cc(OC)c(OC)c(OC)c1)Nc1ccccc1-2 (configuration not stated) | 102 | -0.7
CC(=O)N1CCN(S(=O)(=O)c2cccc(C(=O)OCC(=O)c3cc(C)n(-c4ccc5c(c4)OCO5)c3C)c2)CC1 | 104 | 0.2
COCCCNC(=O)c1c(C)nn(-c2ccc(F)cc2)c1-n1cccc1 | 109 | 0.2
N#Cc1ccc(OCC(=O)Nc2ccc(-c3nnc4n3CCCCC4)cc2)cc1 | 109 | 0.3

Additional results
SMILES | PV pol inh | PV pol inh FP z-score
CCOc1ccc(NC(=O)CC2C(=O)NCCN2C(=O)Nc2ccccc2)cc1 (configuration not stated) | 100 | -0.8
Cc1nnc(SCC(=O)NCC(F)(F)F)n1N | 103 | 0.1
CN(C)c1ccc(/C=C/c2noc(-c3ccccc3O)n2)cc1 | 110 | 0.6
COC(=O)c1c(C)oc2ccc(O)c(CN3CCCCC3)c12 | 101 | 0
N#Cc1ccc(C23CC4CC(CC(C4)C2)C3)nc1SCCN1CCCCC1 | 101 | 0.1
Cc1ccc2oc3c(c(=O)c2c1)C(c1cccs1)N(CCN(C)C)C3=O (configuration not stated) | 100 | -0.6
O=C(CSc1nnc(-c2ccccc2F)o1)Nc1ccccc1Cl | 107 | 0.1
CN1CCN(C(=O)Cn2c(-c3cccs3)cc3cc(Cl)ccc32)CC1 | 108 | -0.3
O=C(NCCCN1CCCC1=O)Nc1cccc(C(F)(F)F)c1 | 96 | -0.6
CCc1c(CN2CCN(Cc3ccccc3)CC2)csc1C | 102 | 0.1

Single records, from the list above. Values in the order: PV pol inh, PV pol inh FP z-score
`Cc1nnc(SCC(=O)NCC(F)(F)F)n1N` across the screens: 103, 0.1
`CCc1c(CN2CCN(Cc3ccccc3)CC2)csc1C` across the screens: 102, 0.1
`N#Cc1ccc(C23CC4CC(CC(C4)C2)C3)nc1SCCN1CCCCC1` across the screens: 101, 0.1
`CN1CCN(C(=O)Cn2c(-c3cccs3)cc3cc(Cl)ccc32)CC1` across the screens: 108, -0.3
`COC(=O)c1c(C)oc2ccc(O)c(CN3CCCCC3)c12` across the screens: 101, 0

Additional structures follow.
SMILES | PV pol inh | PV pol inh FP z-score
Cn1c(=O)c2c(nc(SCC(=O)Nc3ccccc3F)n2Cc2ccccc2)n(C)c1=O | 100 | -0.7
CCn1nc(C)c(CCN(C)C(=O)Nc2cccc(Cl)c2C)c1C | 101 | -0.8
CN(C)C(CNC(=O)c1ccccc1Cl)c1ccccc1 (configuration not stated) | 101 | -0.7
COc1ccc(Cl)cc1NC(=O)CCCn1c(C)c2cnn(-c3ccccc3)c(=O)c2c1C | 102 | -0.7
CCCCN(CC)CCNC(=O)c1nn(C)c2c1CS(=O)(=O)c1ccccc1-2 | 112 | 1.1
COc1cccc(CNS(=O)(=O)c2ccc3c(c2)OCC(C(=O)N2CCCCC2)O3)c1 (configuration not stated) | 99 | -0.6
CCc1ccc(CN(Cc2cccnc2)C(=O)c2cnc(C)cn2)cc1 | 99 | -0.7
CSc1ncccc1C(=O)OCC(=O)N1CCCC1 | 103 | 0.3
CN(C)S(=O)(=O)c1ccc(N2CCC(C(=O)O)CC2)cc1 | 99 | -1.5
CCc1ccc(NC(=O)Cn2ccn(-c3ccc(OC)cc3)c(=O)c2=O)cc1 | 101 | -1
